PAD4 FP inh: inhibitors of human PAD4. Q9UM07. recombinant PAD4, RCA probe fluorescence polarization. inhibition, % at 6.36 µM. actives 0.41% (n = 330,000). AID 485272;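 active = percent inhibition above a cutoff equal to the mean of all tested compounds plus 3 SD, cut at about 15% in these data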;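 also: 0% = PAD4 with RCA probe and DMSO and 100% = probe without PAD4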
EBNA-1 inh: blocks EBNA-1 binding to DNA | inhibition, % at 14.8 µM | AID 1950 | actives 0.34% (n = 300,000) | EBNA-1 DNA binding, fluorescence polarization; in the data active = inhibition above about 28%
LYPLA1 counter: LYPLA1 (human) inhibition in PME1 counter-screen | O75608 | recombinant LYPLA1, FP-Rh probe fluorescence polarization | inhibition, % at 5.9 µM | actives 0.16% (n = 320,000) | AID 2174;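 active = inhibition above the mean of all tested compounds plus 3 SD, set per campaign, cut at about 14% in these data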;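 also: inhibitors block serine hydrolase probe labeling of LYPLA1 so polarization falls; 0% = enzyme with DMSO and 100% = wells lacking LYPLA1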
Target sequence (O75608 whole entry, looked up): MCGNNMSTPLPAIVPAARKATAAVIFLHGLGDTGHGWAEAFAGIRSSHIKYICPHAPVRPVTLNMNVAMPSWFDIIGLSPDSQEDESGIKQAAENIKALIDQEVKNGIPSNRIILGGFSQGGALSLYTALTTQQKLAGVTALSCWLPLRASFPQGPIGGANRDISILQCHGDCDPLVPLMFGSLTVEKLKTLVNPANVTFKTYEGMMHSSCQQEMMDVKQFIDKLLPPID
PAFAH2 inh: inhibitors of human PAFAH2; Q99487; recombinant PAFAH2, FP-rhodamine activity probe, fluorescence polarization; inhibition, % at 3.39 µM; actives 0.99% (n = 340,000);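 active = inhibition above the mean over all tested compounds plus 3 SD, cut at about 30% in these data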;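 also: inhibitors block probe labeling of enzyme so polarization drops; 0% = enzyme with DMSO and 100% = wells lacking PAFAH2 protein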
LYPLA2 inh: blocks human lysophospholipase 2, a PME1 counter-screen; O95372; recombinant LYPLA2, FP-Rh probe fluorescence polarization; inhibition, % at 5.9 µM; actives 0.38% (n = 320,000); AID 2177;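 active = inhibition above the screen-wide mean plus 3 SD, limit set per campaign, cut at about 26% in these data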;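 also: 0% = LYPLA2 with DMSO and 100% = wells lacking LYPLA2 enzyme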
Target sequence (O95372 whole entry, looked up): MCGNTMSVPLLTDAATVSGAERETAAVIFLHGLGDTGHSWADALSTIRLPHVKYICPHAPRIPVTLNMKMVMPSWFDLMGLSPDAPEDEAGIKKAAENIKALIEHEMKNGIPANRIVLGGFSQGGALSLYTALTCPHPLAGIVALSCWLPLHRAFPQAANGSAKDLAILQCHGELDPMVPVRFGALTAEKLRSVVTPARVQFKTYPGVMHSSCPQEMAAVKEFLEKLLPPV
PREPL inh: human PREPL enzyme inhibition. Q4J6C6. recombinant PREPL, fluorescence polarization activity-based probe. inhibition, % at 5.96 µM. actives 0.68% (n = 320,000). AID 2751; in the data active = inhibition above about 43%;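 also: 0% = enzyme with DMSO and 100% = wells lacking enzyme; many of its hits are not listed in these tables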
PAFAH1B3 FP inh: inhibitors of human PAFAH1B3. Q15102. recombinant PAFAH1B3, FP-rhodamine probe, fluorescence polarization. inhibition, % at 3.39 µM. actives 0.28% (n = 340,000). AID 492972;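 active = inhibition above the screen-wide average of all tested compounds plus 3 SD, cut at about 25% in these data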;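 also: 0% = enzyme with DMSO only and 100% = wells lacking PAFAH1B3 protein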
Target sequence (Q15102 whole entry, looked up): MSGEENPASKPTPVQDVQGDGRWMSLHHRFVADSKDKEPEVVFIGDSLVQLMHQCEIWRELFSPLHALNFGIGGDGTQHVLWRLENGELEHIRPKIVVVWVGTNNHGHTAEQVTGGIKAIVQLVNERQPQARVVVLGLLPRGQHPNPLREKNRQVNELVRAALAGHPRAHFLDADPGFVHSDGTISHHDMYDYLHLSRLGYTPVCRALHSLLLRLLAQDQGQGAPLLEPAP
ZTA counter: ZTA (EBV) inhibition in EBNA-1 counter-screen | ZTA-DNA binding, fluorescence polarization | AID 2234 | P03206 | inhibition, % at 11 µM | actives 0.15% (n = 320,000); in the data active = inhibition above about 33%
GSTO1 counter: GSTO1 inhibition, counter-screen for RBBP9 inhibitors | P78417 | recombinant GSTO1, activity-based probe fluorescence polarization | inhibition, % at 5.96 µM | actives 1.1% (n = 300,000) | AID 1974;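 active = inhibition above the campaign mean inhibition plus 3 SD, cut at about 35% in these data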;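 also: 0% = GSTO1-1 with DMSO and 100% = wells lacking GSTO1-1 enzyme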
Target sequence (P78417 whole entry, looked up): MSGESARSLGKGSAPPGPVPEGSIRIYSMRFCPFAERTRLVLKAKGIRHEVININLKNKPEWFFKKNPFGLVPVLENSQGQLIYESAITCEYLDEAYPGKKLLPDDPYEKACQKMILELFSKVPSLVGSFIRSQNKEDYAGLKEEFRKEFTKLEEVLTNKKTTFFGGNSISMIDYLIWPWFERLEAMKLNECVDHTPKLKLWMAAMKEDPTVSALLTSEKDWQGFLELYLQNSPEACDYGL
The depositor's hits bear a star; / = no result given. Some of the compounds tested; the hit share may differ from the screen's.

SMILES	PAD4 FP inh	EBNA-1 inh	LYPLA1 counter	PAFAH2 inh	LYPLA2 inh	PREPL inh	PAFAH1B3 FP inh	ZTA counter	GSTO1 counter
CC(CC(F)(F)F)N1CCC(n2nccc2NC(=O)CCOc2ccccc2)CC1 (configuration not stated)	3	-6	3	-4	4	18	8	2	-4
COc1cccc(OC)c1NC(=O)Cc1nn(C)c(=O)c2ccccc12	3	-12	-1	-6	-1	0	8	4	7
COCC(=O)NCc1ccc2c(c1)OCO2	1	5	1	-3	3	-7	1	-8	-2
COC(=O)c1[nH]c2cccc(OC)c2c1NC(=O)CCN1CCSCC1	0	-9	-1	3	4	0	0	0	5
O=C(c1cc(S(=O)(=O)Nc2ccccc2F)c(Cl)cc1Cl)N1CCN(CCO)CC1	-4	6	0	-1	4	1	2	-3	-3
CSc1ccccc1OCc1cc(C(=O)N2CCc3c(Cl)cccc3C2)no1	-5	-1	1	3	-4	-29	-4	-15	1
Cc1nc2nc[nH]c2cc1Br	-2	-1	0	-2	-1	14	3	9	4
CCN(CC)c1ccc([N+](=O)[O-])cc1C(=O)N1CCOCC1	-1	-12	-2	-4	-3	6	4	-1	1
COc1ccc(N(C(=O)c2cccnc2)S(=O)(=O)c2cccc([N+](=O)[O-])c2)cc1	8	8	1	-2	2	-2	2	18	13
COc1ccc(C(=O)C2CCCN(S(=O)(=O)N(C)C)C2)c(C)c1 (configuration not stated)	0	-7	0	8	3	-7	6	-1	3
O=C1CCCC/C1=C/Nc1ccc(S(=O)(=O)Nc2ncccn2)cc1	-6	-4	-1	4	-3	7	1	-5	3
COc1cccc(-n2nnnc2SCC(=O)NCCc2ccccc2)c1	-6	2	1	-5	4	-11	1	-11	0
CNc1c([N+](=O)[O-])cnn1-c1ccc(Cl)cc1	-3	-8	2	-2	2	-15	4	2	-2
O=C(c1ccc(F)cc1)n1cc(C(=S)N2CCOCC2)c2ccccc21	4	4	-1	-3	4	3	5	-7	-2
O=C(Cn1cnc2ccccc2c1=O)NCc1ccc2c(c1)OCO2	3	-7	-2	14	1	10	4	-14	-1

Entries of single compounds from above. Order of values: PAD4 FP inh, EBNA-1 inh, LYPLA1 counter, PAFAH2 inh, LYPLA2 inh, PREPL inh, PAFAH1B3 FP inh, ZTA counter, GSTO1 counter
O=C(Cn1cnc2ccccc2c1=O)NCc1ccc2c(c1)OCO2 across the screens: 3, -7, -2, 14, 1, 10, 4, -14, -1
O=C(c1cc(S(=O)(=O)Nc2ccccc2F)c(Cl)cc1Cl)N1CCN(CCO)CC1 across the screens: -4, 6, 0, -1, 4, 1, 2, -3, -3

More compounds.
SMILES	PAD4 FP inh	EBNA-1 inh	LYPLA1 counter	PAFAH2 inh	LYPLA2 inh	PREPL inh	PAFAH1B3 FP inh	ZTA counter	GSTO1 counter
COc1ccc(-c2csc(NCc3ccco3)n2)cc1C	-10	2	-1	11	-4	2	-1	7	-8
COc1ccc(OC)c(NC(=O)NCc2ccc(F)cc2)c1	-3	0	-1	2	12	19	12	7	-8
CC(C(=O)NC1CCCCC1)N1CCN(S(=O)(=O)c2cccs2)CC1 (configuration not stated)	2	/	1	3	6	24	6	-11	/
Cc1ccccc1NS(=O)(=O)c1cc(S(C)(=O)=O)ccc1Cl	-7	-11	4	2	9	21	7	-11	-2
CCOC(=O)Cn1c(CN2CCOCC2)nc2c1c(=O)[nH]c(=O)n2C	4	-3	-4	0	0	-6	0	-17	4
Cc1cccc(Nc2nnc(SCC(=O)Nc3ccccc3[N+](=O)[O-])s2)c1	-3	-5	1	3	-2	42	6	-1	-8
Cc1[nH][nH]c(=O)c1N=Nc1ccc(S(N)(=O)=O)cc1	-2	-7	1	/	-1	3	/	1	9
Cn1nc(-c2ccc(N3CCOCC3)c(NS(=O)(=O)c3ccc(Cl)cc3)c2)c2ccccc2c1=O	5	-11	-5	4	14	13	7	6	1
Cc1cc(C)nc(NS(=O)(=O)c2ccc(NC(=O)Nc3ccccc3)cc2)n1	-5	-4	3	1	-3	1	8	-8	-3
CCOC(=O)C1(Cc2ccccc2)CCCN(C2CCCC2)C1 (configuration not stated)	2	-8	4	3	1	2	10	-13	5
Cc1ccccc1C(=O)Nc1ccccc1	2	-9	-5	6	-7	-2	5	-4	5
COC(=O)c1ccc(N2CCOCC2)c(NC(=O)c2ccco2)c1	0	1	6	-3	10	8	4	-2	-2
Cc1ccc(-n2c(O)c(/C=N/c3ncn[nH]3)c3ccccc3c2=O)cc1	-6	8	-1	14	-3	-2	4	4	11
CC(CC(=O)NCC1CCCO1)c1ccccc1 (configuration not stated)	-2	5	0	9	4	-6	4	7	0
C[C@@H]1NC(=O)c2cc([N+](=O)[O-])cc(I)c2OCC[C@@H](C(=O)NC(CC(=O)O)C(N)=O)NC(=O)[C@H](CC(N)=O)NC1=O (some centres not stated)	-1	-4	-3	/	2	-1	/	-4	-5

Quoted from the listing (7 entries):
SMILES	PAD4 FP inh	EBNA-1 inh	LYPLA1 counter	PAFAH2 inh	LYPLA2 inh	PREPL inh	PAFAH1B3 FP inh	ZTA counter	GSTO1 counter
COC(=O)c1[nH]c2cccc(OC)c2c1NC(=O)CCN1CCSCC1	0	-9	-1	3	4	0	0	0	5
O=C(c1cc(S(=O)(=O)Nc2ccccc2F)c(Cl)cc1Cl)N1CCN(CCO)CC1	-4	6	0	-1	4	1	2	-3	-3
CSc1ccccc1OCc1cc(C(=O)N2CCc3c(Cl)cccc3C2)no1	-5	-1	1	3	-4	-29	-4	-15	1
Cc1nc2nc[nH]c2cc1Br	-2	-1	0	-2	-1	14	3	9	4
CCN(CC)c1ccc([N+](=O)[O-])cc1C(=O)N1CCOCC1	-1	-12	-2	-4	-3	6	4	-1	1
COc1ccc(N(C(=O)c2cccnc2)S(=O)(=O)c2cccc([N+](=O)[O-])c2)cc1	8	8	1	-2	2	-2	2	18	13
COc1ccc(C(=O)C2CCCN(S(=O)(=O)N(C)C)C2)c(C)c1 (configuration not stated)	0	-7	0	8	3	-7	6	-1	3

(listing goes on)
SMILES	PAD4 FP inh	EBNA-1 inh	LYPLA1 counter	PAFAH2 inh	LYPLA2 inh	PREPL inh	PAFAH1B3 FP inh	ZTA counter	GSTO1 counter
Cc1ccc(N2C(=O)C3C4C=CC(C4)C3C2=O)cc1 (configuration not stated)	-2	-12	-1	-1	4	16	6	-5	13
COc1cc2c(cc1OC)C(c1ccccc1F)NCC2 (configuration not stated)	-2	3	-3	9	-2	0	9	8	2
Cc1nnc(Cl)c2nn(-c3ccccc3F)c(C)c12	0	-3	1	-3	9	-2	8	-10	1
Cc1cc(C(C)(C)C)oc1C(=O)NCCCNC(=O)c1oc(C(C)(C)C)cc1C	1	-7	-1	-3	1	-11	-1	11	0
Cc1cc(C)c(S(=O)(=O)Nc2cccc(S(=O)(=O)NC3=NCCC3)c2)c(C)c1	3	2	-1	5	-3	6	11	0	-2
CN(C(=O)c1ccc(NC(=O)C2CCCN(C(=O)OC(C)(C)C)C2)cc1)C1CCCC1 (configuration not stated)	1	/	/	2	/	9	0	/	/
Cc1ccccc1/C=N\NC(=O)c1ccc(Cn2cccn2)o1	-6	-7	-1	3	4	16	7	-5	-5
COCC(C)NS(=O)(=O)c1ccc(C)cc1 (configuration not stated)	4	1	1	7	1	-2	8	12	0
O=C(CCNS(=O)(=O)c1ccc(OC(F)(F)F)cc1)N1CCN(C/C=C/c2ccccc2)CC1	-2	11	0	2	6	16	4	9	-3
Cc1ccccc1NC(=O)COC(=O)c1cccc(S(=O)(=O)N2CCCCC2)c1	2	/	-5	45*	0	7	8	15	/
O=C(NN=Cc1cccc([N+](=O)[O-])c1)c1cc(-c2cccnc2)nc2ccccc12	0	/	/	4	/	29	-3	/	/
COc1ccc(S(=O)(=O)N(C)CC(=O)Nc2ccc3c(c2)OCCO3)cc1OC	-5	-2	0	5	8	4	10	-8	0
O=C(COc1ccc(Cl)cc1Cl)NC(=O)N1CCOCC1	0	2	-1	-1	-5	-6	2	-2	-3
CN(Cc1ccccc1)C(=O)COC(=O)c1cc([N+](=O)[O-])ccc1N1CCOCC1	2	9	-5	8	-2	-1	1	9	7
CC(C)CC1CC(C)(c2csc(NNC(=O)c3ccccc3)n2)OC1=O (configuration not stated)	-2	0	4	7	1	4	8	4	-1
O=C(/C=C/c1cccc(F)c1)N1CCc2ccccc21	4	-8	-1	0	3	2	13	2	0
O=C(Nc1ccccc1OC(F)F)c1cccc(S(=O)(=O)N2CCCC2)c1	3	-18	-1	1	-2	8	-1	-17	1
O=C(COC(=O)c1ccccc1)Nc1ccccc1Br	-3	-5	2	36*	-4	2	-7	-5	0
CC(C)(C)C(=O)Nc1nc2c(s1)CN(Cc1ccccc1)CC2	0	-9	-4	2	-2	1	12	-20	6
COc1ccc2cc(C(=O)COC(=O)COc3ccc4c(C)cc(=O)oc4c3)ccc2c1	2	-7	2	-6	-1	-5	-10	-10	1
CCC(=O)c1ccc(OCC(O)CNCc2ccc(F)cc2)cc1 (configuration not stated)	0	-11	-1	3	2	-2	8	-2	1
COC(=O)CN1C(=O)Nc2ccc(C)cc2C1c1ccccc1 (configuration not stated)	-1	-3	0	5	-4	5	9	8	4
Cc1ccc(N2CC(C(=O)OCC(=O)Nc3ccc(Cl)cc3)CC2=O)cc1 (configuration not stated)	-3	/	-3	-3	1	-12	3	3	/
O=[N+]([O-])c1ncccc1OCc1ccccc1Br	2	-10	-2	4	-2	10	3	-8	8
CC(C)N1C/C(=C/c2ccsc2)C(=O)/C(=C/c2ccsc2)C1	-8	1	0	1	-8	3	0	-9	2
CCOC(=O)Cc1csc(NC(=O)Cc2ccccc2[N+](=O)[O-])n1	5	9	3	14	18	-1	5	4	-2
COC(=O)C(NC(=O)Nc1ccccc1OC)C(C)C (configuration not stated)	4	-8	-8	7	-12	17	-7	17	8
CCOC(=O)N1CCC(N2C(=O)c3ccccc3C2Nc2ccc3c(C)cc(=O)oc3c2)CC1 (configuration not stated)	2	10	0	1	3	7	1	19	-9
Cc1ccc2nc3n(c2c1)CCCN3	-2	-5	3	3	2	2	-7	-2	5
COc1cc(NC(=O)C2CCCO2)c(C(=O)O)cc1OC (configuration not stated)	1	-20	-3	2	-2	12	-2	-2	2
Cc1nc2cc(NC(=O)c3ccco3)ccc2n1C	2	-3	1	7	4	12	4	-15	7
CC(NC(=O)c1ccc(Cn2cc([N+](=O)[O-])cn2)cc1)c1ccccc1 (configuration not stated)	2	-4	0	6	5	8	6	-22	-2
CCCCN(C(C)=O)c1c(N)n(CCC)c(=O)n(CC(=O)Nc2cc(Cl)cc(Cl)c2)c1=O	2	0	2	-9	3	-2	6	-3	8
